# Lipid droplet: modulators of hepatic lipid droplet formation | inhibition, % at 6.5 µM | AID 1656 | AML12 mouse hepatocytes, oleate lipid droplets, BODIPY imaging | actives 0.4% (n = 240,000);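 active = lipid droplet intensity inhibited by at least 50%, with more than 500 cells counted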
#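 Material – mouse AML12 hepatocyte cell line, fixed after treatment · Compound dosing – one dose, 6.5 µM compound · Times – compound with oleate, overnight · Measured by – Image-based BODIPY and DAPI two-channel analysis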
# Lipid droplet cells 6.5 µM: also measured in Lipid droplet; calls as there; cell count; measured here: cell count, cytotoxicity flag;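 cells counted across two imaged fields per well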
# Active calls of the source: *.
SMILES,Lipid droplet,Lipid droplet cells 6.5 µM
Cc1cccnc1NC(=O)Nc1cccc(Cl)c1,-5,800
Cc1ccc(NC(=O)N2CCC(NC(=O)c3ccco3)CC2)cc1,-1,796
CC(C)=NOCC(=O)Nn1c(COc2ccccc2)nc2ccccc2c1=O,0,815
Cc1ncc(CN2CCC(C(=O)Nc3cccc(-c4cscn4)c3)CC2)cn1,34,826
CCOc1ccc(S(=O)(=O)N2CCCC(C(=O)NCc3cccnc3)C2)cc1Cl (stereo not given),-11,772
COC(=O)c1ccccc1C(=O)N1CCCC(CNC(=O)c2ccc(F)cc2)C1 (stereo not given),-7,716
COC(=O)Cn1c2nc3ccccc3nc2c2cccc(C)c21,-4,837
O=C(c1ccc(CS(=O)c2cccc(Cl)c2)o1)N1CCOCC1 (stereo not given),8,677
Cc1[nH]c(C)c(S(=O)(=O)N2CCN(c3ccccc3)CC2)c1C(=O)N1CCCCC1,-3,709
CCOC(=O)CCNC(=O)N1CCCC(N(C)CCc2ccc(OC)c(OC)c2)C1 (stereo not given),-2,791
COc1ccc(C(=O)Nc2ccc(C(=O)O)cc2NC(=O)c2ccc(OC)cc2)cc1,7,822
O=S(=O)(NC(=NCc1ccccc1)c1ccccc1)c1ccccc1,-6,832
COc1cc(Nc2ccc(S(N)(=O)=O)cc2)c([N+](=O)[O-])nc1[N+](=O)[O-],-5,774
N#Cc1ccccc1CSc1nnc(-c2ccncc2)o1,0,847
O=C(COc1ccc(Cl)cc1)NCC(=O)N1CCC2(CC1)NCCc1[nH]cnc12,-2,653

# 4 successive records from above, for reference:
SMILES,Lipid droplet,Lipid droplet cells 6.5 µM
Cc1cccnc1NC(=O)Nc1cccc(Cl)c1,-5,800
Cc1ccc(NC(=O)N2CCC(NC(=O)c3ccco3)CC2)cc1,-1,796
CC(C)=NOCC(=O)Nn1c(COc2ccccc2)nc2ccccc2c1=O,0,815
Cc1ncc(CN2CCC(C(=O)Nc3cccc(-c4cscn4)c3)CC2)cn1,34,826

# (more compounds)
SMILES,Lipid droplet,Lipid droplet cells 6.5 µM
Brc1ccccc1Cn1cnc2ccccc21,-1,795
Cc1cc(C)cc(NC(=O)Nc2ccc(S(=O)(=O)Nc3cc(C)on3)cc2)c1,17,630
CC(=O)c1ccc(C(=O)N2CCCC(CNC(=O)c3ccccc3Cl)C2)cc1 (stereo not given),-1,826
Cc1c(NC(=O)c2cccnc2Cl)c(=O)n(-c2ccccc2)n1C,2,797
O=C(CCN1C(=O)/C(=C/c2ccco2)SC1=S)Nc1ccc(C(=O)O)c(O)c1,-1,429
O=C1NN(c2cccc(Br)c2)C(=O)/C1=C\c1ccc(O)cc1,-1,842
CC(C)(CNC(=O)CCC1CCCC1)CNC(=O)CCC1CCCC1,-7,704
O=C(NCc1ccncc1)C(=O)NCC1OCCN1S(=O)(=O)c1ccc(Cl)cc1 (stereo not given),-17,635
Brc1cccc(CN2CCCCCC2)c1,3,800
O=C(O)CCn1c(SCCOc2ccccc2)nc2ccccc21,-4,802
COc1ccc(NCc2cc(=O)[nH]c3ccccc23)cc1,1,894
COc1ccc(S(=O)(=O)N2CCN=C2SCc2cccc(C)c2)cc1,-12,839
O=C(NCc1ccccc1)C(c1ccccc1)N(C(=O)c1csnn1)c1ccc(F)cc1 (stereo not given),0,799
COc1ccc(NC2CCCN(C(=O)CCc3cccc(F)c3)C2)cc1 (stereo not given),-17,502
COC(=O)c1ccc(OCC(O)CNC2CCCC2)cc1 (stereo not given),7,840
COc1ccc(/C=N/NC(=O)c2cc3cc(OC)c(OC)cc3[nH]2)cc1,-7,809
O=C(CN1CCN(S(=O)(=O)N2CCCCC2)CC1)Nc1cc(Cl)ccc1Cl,6,824
CNS(=O)(=O)c1cccc(C(=O)NC2CCCc3ccccc32)c1 (stereo not given),-30,701
O=C(CN1C(=O)C(=O)c2ccccc21)c1ccc(Cl)cc1,3,786
COc1cccc2cc(C(=O)CS(=O)(=O)c3ccc(Cl)cc3)c(=O)oc12,-1,743
CCOc1ccccc1N1CCN(C(=O)NCc2ccc(C)cc2)CC1,65*,823*
Cc1ccc(C2(c3ccc(C)cc3)CC2C(=O)NC(C)C)cc1 (stereo not given),-6,837
Cc1cc(NC(=O)c2ccccc2F)cc(C)c1OCC(=O)N1CCOCC1,1,806
Cc1ccc(CCNS(=O)(=O)c2cc(Br)cnc2N)cc1,12,726
CCC1CCCCN1CCCNC(=O)c1ccc(/C=C2/Sc3ccccc3NC2=O)cc1 (stereo not given),-4,656
CCCC1=Nc2cc(C(=O)N3CCN(c4ccccn4)CC3)ccc2Sc2ccc(C)cc21,11,720
Cc1ccccc1N=C(NO)c1cccnc1,3,821
Cc1ccc(S(=O)(=O)NCc2ccc(C(=O)N3CCN(c4ccccc4)CC3)cc2)cc1,-9,727
CC(=O)N1CCOc2ccc(S(=O)(=O)N3C(C)CCCC3C)cc21 (stereo not given),6,753
COc1ccc(NC(=O)Cn2nnc(C(=O)NCc3ccc(C)cc3)c2N)cc1OC,1,675
CCOc1ccc(Nc2ccc3nonc3c2[N+](=O)[O-])cc1,12,754
CCCCS(=O)(=O)N1CCN(S(=O)(=O)c2ccc(Cl)s2)CC1,2,705
C=CCN(C(=O)c1csnn1)C(C(=O)NC1CCCCC1)c1ccccc1F (stereo not given),56*,672*
COc1ccc(CC(=O)NCCS(=O)(=O)N2CCN(c3ccc(F)cc3)CC2)cc1OC,21,709
CSc1nc(NS(=O)(=O)c2cc(C)c(Cl)cc2Cl)nn1C,-2,705
C=CCn1cnc2c(oc3ccccc32)c1=O,0,828
Cc1cccc(-c2nnc(SCC(=O)c3ccc(O)cc3O)n2C)c1,-1,798
Cc1cc(OCC(O)CN2CCc3ccccc3C2)cc(C(C)C)c1 (stereo not given),-1,875
COc1ccc(S(=O)(=O)n2nc(C)c(S(=O)(=O)N3CCOCC3)c2C)cc1OC,-6,688
CC(NC(=O)c1cccc(S(=O)(=O)N2CCN(Cc3ccccc3)CC2)c1)c1ccc(Br)cc1 (stereo not given),-20,602
Cc1cc(NC(=O)CSc2nnnn2-c2cc(Cl)ccc2C)no1,-4,783
COc1ccccc1C(=O)Nc1ccc(S(=O)(=O)Nc2nccs2)cc1,-10,801
C=CCn1c(=O)c(C(=O)NCc2ccc(Cl)cc2)c(O)c2ccccc21,12,895
CCOc1ccccc1NC(=O)c1cnccn1,11,811
Cc1ccc(S(=O)(=O)N(C)c2ccc(OCc3cccc(C)c3)cc2)cc1,-18,656
O=C(NCCN1CCN(c2ccccc2)CC1)c1ccccc1F,-3,789
Cc1ccccc1CS(=O)(=O)Cc1ccc(C(=O)NC2CCCC2)o1,15,708
COc1ccc(C(=O)NCCNC(=O)c2cnccn2)cc1,-3,786
COc1cccc2c1Oc1ncccc1N(C(=O)CCC(=O)NCc1ccc(F)cc1)C2,-2,733
CCN(c1ccccc1)S(=O)(=O)c1ccc(C(=O)N(CCN(C)C)c2nc3c(F)cc(F)cc3s2)cc1,-2,873
Cc1onc(-c2c(F)cccc2Cl)c1C(=O)NCc1ccc2c(c1)OCO2,-4,724
Cn1cc(CN2CCC(Oc3ccc(C(=O)N4CCCCC4)cc3)CC2)cn1,11,858
O=C(CCC(=O)Nc1ccc(Br)cc1)N/N=C/c1ccc(F)cc1,-26,801
CC(c1ccccc1)N1C(=O)c2ccc(C(=O)NCc3cccnc3)cc2C1=O (stereo not given),-33,806
COc1ccc(OCCN2C(=O)c3ccccc3C2=O)c([N+](=O)[O-])c1,-6,696
Cc1cc(-c2ccc(C(C)C)c(S(=O)(=O)NCc3ccco3)c2)on1,-22,723
CC(=O)c1ccc(N2CCN(C(=O)CCC(=O)Nc3ccc4nc(N5CCN(C)CC5)cc(C)c4c3)CC2)cc1,-38,787
CSc1ncccc1C(=O)Nc1cc(C)ccn1,9,842
Cc1c(C(=O)N2CCCCC2)c(S(=O)(=O)Nc2ccc(F)cc2F)c(C)n1C,22,714
O=C(CCNS(=O)(=O)c1ccc(Cl)cc1)N1CCCCCC1,-11,640

# The list continues:
SMILES,Lipid droplet,Lipid droplet cells 6.5 µM
CCCNc1nc(Cl)nc(Nc2ccc(Cl)cc2)n1,-1,826
COc1ccc(CCNC(=O)c2cc3c(=O)n4cccc(C)c4nc3n(CCCN3CCOCC3)c2=N)cc1,1,721
CN1CCN(C(=O)CCN2C(=O)/C(=C/c3cccc(Br)c3)SC2=S)CC1,-4,811
COc1ccc(NC(=O)CSc2n[nH]c(-c3ccccn3)n2)cc1,-2,831
COc1cc(/C=C2\NC(=O)NC2=O)cc(Br)c1OC,16,854
COCc1c(C(=O)N/N=C\c2ccccn2)nnn1-c1nonc1N,-8,820
Cc1nn(CCO)c2ncc(C(=O)c3cc(Cl)ccc3O)cc12,-3,766
O=C(NC12CC3CC(CC(C3)C1)C2)N1CCN(c2ccccc2)CC1,-2,770
COC(=O)Cc1ccc(NC(=O)c2ccc3c(c2)C(=O)N(Cc2ccco2)C3=O)cc1,-24,592
Cc1ccc(F)c(CNC(=O)C2CCC(=O)N(CCCN3CCCC3=O)C2)c1F (stereo not given),0,695
CCOc1ccccc1/C=C/C(=O)NCC(=O)N1CCC(N(C)C2CCCCC2C)CC1 (stereo not given),-30,766
COc1ccc(CNC(=O)c2cc(C(=O)C3CC3)c[nH]2)cc1,0,829
O=C(NCCc1ccc(Cl)cc1)c1ccc(CS(=O)Cc2ccc(Cl)cc2)o1 (stereo not given),-22,756
CCCCc1nnc(NC(=O)C2CC(=O)N(Cc3ccccc3)C2)s1 (stereo not given),-1,816
CCOC(=O)C1=C(C)N=c2s/c(=C\c3ccc(OCC(=O)O)cc3)c(=O)n2C1c1ccc(Cl)cc1 (stereo not given),-3,789

# Some values from above.
# CCCNc1nc(Cl)nc(Nc2ccc(Cl)cc2)n1 @ Lipid droplet = -1
# COc1ccc(CCNC(=O)c2cc3c(=O)n4cccc(C)c4nc3n(CCCN3CCOCC3)c2=N)cc1 @ Lipid droplet = 1
# Cc1ccc(F)c(CNC(=O)C2CCC(=O)N(CCCN3CCCC3=O)C2)c1F (stereo not given) @ Lipid droplet = 0
# CCOc1ccccc1/C=C/C(=O)NCC(=O)N1CCC(N(C)C2CCCCC2C)CC1 (stereo not given) @ Lipid droplet cells 6.5 µM = 766

# (more compounds)
SMILES,Lipid droplet,Lipid droplet cells 6.5 µM
Cc1cc(NC(=O)CCC(=O)N(c2ccccc2)C(C(=O)NC2CCCC2)c2ccccc2C)no1 (stereo not given),3,812
CC1=C(C(=O)Nc2cccc(C(=O)NCc3ccccc3C)c2)SCCO1,21,726
CN(C)c1nc(NCc2ccccc2)nc(SCC(N)=O)n1,-8,803
COc1c(Br)cc(Br)cc1/C=N/NC(=O)c1cccnc1,-9,768
COc1cc(C(=O)NC2CCCc3ccccc32)cc(OC)c1OC (stereo not given),-1,809
Cc1ccc(CS(=O)(=O)Cc2ccc(C(=O)NCCCN3CC(C)CC(C)C3)o2)cc1 (stereo not given),-8,716
O=C(CSc1ccc2nnc(-c3ccccn3)n2n1)Nc1ccccc1,-1,858
COc1ccc(F)cc1C(=O)C1CCCN(C(=O)c2ccc(C(C)=O)s2)C1 (stereo not given),-3,721
O=C(C[n+]1ccncc1)c1ccccc1,-3,852
C/C(=N\NC(=O)c1ccco1)c1cccc2ccccc12,-2,791
CCn1c(=N)n(CC(=O)c2ccc(Cl)c(Cl)c2)c2ccccc21,-23,778
O=C(CNCCc1ccccc1)Nc1ccc(C(=O)N2CCCCC2)cc1,2,723
COc1ccc(C(=O)N/C(=C\c2ccc(Cl)cc2)C(=O)NCC2CCCO2)cc1 (stereo not given),-15,802
COc1ccc(NC(=O)CN(C)C(=O)c2cc3c(s2)CCCCC3)cc1,-3,689
CC(=O)Oc1ccc(/C=C(\NC(=O)c2ccco2)C(=O)NCc2ccccc2)cc1,-3,812

# Shown with tabs: entries from further up
canonical_smiles	Lipid droplet	Lipid droplet cells 6.5 µM
O=C(C[n+]1ccncc1)c1ccccc1	-3	852
C/C(=N\NC(=O)c1ccco1)c1cccc2ccccc12	-2	791
CCn1c(=N)n(CC(=O)c2ccc(Cl)c(Cl)c2)c2ccccc21	-23	778
O=C(CNCCc1ccccc1)Nc1ccc(C(=O)N2CCCCC2)cc1	2	723
COc1ccc(C(=O)N/C(=C\c2ccc(Cl)cc2)C(=O)NCC2CCCO2)cc1 (stereo not given)	-15	802
COc1ccc(NC(=O)CN(C)C(=O)c2cc3c(s2)CCCCC3)cc1	-3	689

# (continued)
SMILES,Lipid droplet,Lipid droplet cells 6.5 µM
NNC(=O)c1[nH]c2ccc([N+](=O)[O-])cc2c1-c1ccccc1,0,829
Cc1cc(=O)n2nc(N3CCC(C(=O)NCc4ccco4)CC3)sc2n1,6,739
CCC(C)N(C(=O)c1csnn1)C(C(=O)NC1CCCC1)c1ccccc1F (stereo not given),7,709
COC(=O)c1ccc(NC(=O)c2cccc(NC(=O)c3ccccc3)c2)cc1,9,812
Cc1cc(OC(=O)c2ccccc2F)c([N+](=O)[O-])c(=O)[nH]1,9,734
CCOc1nc2cnccc2n(CC(=O)Nc2ccccc2C(=O)OC)c1=O,-1,680
O=C(NCCN1CCOCC1)c1ccc2c(c1)N(Cc1ccc(F)cc1)C(=O)c1ccccc1S2(=O)=O,-7,751
Cc1nn(C(C)C)c(C)c1CN1CCC(C(=O)Nc2cccc(-c3cccc(F)c3)c2)CC1,-5,758
O=C1CSC(=Nc2ccc(O)cc2)N1,1,406
FC(F)(F)c1nc2ccccc2n1CCNc1nc(CN2CCCCC2)cs1,1,773
CCN(CC)S(=O)(=O)c1ccc(N2CCCC2)c(NC(=O)Cc2cc(OC)c(OC)c(OC)c2)c1,-2,799
CC(NC(=O)c1cccnc1Sc1ccccc1)c1ccc(S(N)(=O)=O)cc1 (stereo not given),22,700
COc1ccccc1C1C2=C(CC(C)(C)CC2=O)N(CC(=O)O)C2=C1C(=O)CC(C)(C)C2,15,808
CC1CC(C)CN(CCCNS(=O)(=O)c2ccc3c(c2)CCN3C(=O)C2CC2)C1 (stereo not given),-2,654

# Entries of single compounds as entered above. Order of screens: Lipid droplet | Lipid droplet cells 6.5 µM
# Cc1cc(NC(=O)CCC(=O)N(c2ccccc2)C(C(=O)NC2CCCC2)c2ccccc2C)no1 (stereo not given) reads 3 | 812
# Cc1cccc(-c2nnc(SCC(=O)c3ccc(O)cc3O)n2C)c1 reads -1 | 798

# Some of the compounds tested, so the mix of outcomes need not match the whole.
